Lipid storage S3: qHTS Assay for Lipid Storage Modulators in Drosophila S3 Cells | Drosophila S3 cells, BODIPY lipid droplet fluorescence, 18-24 h; cells fed with added oleic acid | 320,000 compounds, 0.64% hits | lipid storage change, negative = inhibition, % at the top dose, mostly 46.1 µM; hits show Potency in µM; active = well fitted inhibition curve with a large enough effect in the signal ratio, with a control signal flat, not every such curve was filed as active; inconclusive = small, poorly fitted or top-dose-only effect, or effect the other way, or a change in a side signal; the % refers to the signal ratio
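Laser-scanning cytometry quantifies lipid droplet accumulation (500–530 nm total intensity; droplet/cell object ratio) in oleic acid-fed (400 uM added) Drosophila S3 cells treated with a concentration series. 20 uM Triacsin C defined 100% inhibition.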
Lipid storage S3 cell count max: recorded beside Lipid storage S3, whose call it bears; cell number change, %; measured here: cell count max response;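 cells counted by Cell Tracker Red CMTPX staining in the red channel; peak over a dose series mostly up to 46.1 µM; percent activity relative to internal control wells on each plate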
* = called active by the depositor. % is set by controls: 0 for no effect and ±100 for the full control effect; potency is the fitted concentration of half-maximal effect.

How did CCOc1cc(/C=N/NC(=O)c2ccncc2)cc(Cl)c1OS(C)(=O)=O do in these assays?
Lipid storage S3: inconclusive

How did O=C(CCC(=O)c1cccs1)NCc1ccncc1 do in these assays?
Lipid storage S3: inconclusive

Results for CSCc1nc2scc(-c3ccccc3)c2c(=O)[nH]1 ?
Lipid storage S3: inconclusive

Results for O=C(COC(=O)/C=C/c1cc(Br)ccc1F)Nc1ccc2[nH]c(=O)[nH]c2c1 ?
Lipid storage S3: inconclusive

How did NCCNC(=O)c1c(O)c2cccc3c2n(c1=O)CCC3 do in these assays?
Lipid storage S3: inconclusive

How did COc1ccc(NC(=S)N(Cc2cccnc2)Cc2ccco2)cc1 do in these assays?
Lipid storage S3: inconclusive

Results for O=C(NCCC(=O)N1CCN(c2ccccc2O)CC1)c1ccc(Br)cc1 ?
Lipid storage S3: inactive; Lipid storage S3 cell count max: -13

How did CN(CC(=O)Nc1ccc(Cl)cc1)C(=O)CCc1c[nH]c2ccccc12 do in these assays?
Lipid storage S3: inconclusive

How did O=C(N/N=C/c1ccc2c(c1)OCO2)c1cc(-c2ccccc2)nc2ccccc12 do in these assays?
Lipid storage S3: inconclusive

How did Clc1ccc(-c2csc3ncnc(N4CCc5ccccc5C4)c23)cc1 do in these assays?
Lipid storage S3: inconclusive

How did COc1ccc(S(=O)(=O)N2CCC(C(=O)N[C@H](C(=O)N3CCCC3)C(C)C)CC2)cc1 do in these assays?
Lipid storage S3: inactive

Results for O=C(Cn1cc(C(F)(F)F)ccc1=O)N1CCc2ccccc2C1 ?
Lipid storage S3: inconclusive

Results for Cc1nc(CCNC(=O)COc2ccccc2)cs1 ?
Lipid storage S3: inconclusive

Results for CCOC(=O)c1c(-c2ccc(C)s2)csc1NC(=O)c1cccs1 ?
Lipid storage S3: inconclusive

Results for Cc1ccc(N(CC(=O)NCc2ccco2)C(=O)CNS(=O)(=O)c2ccc(F)cc2)c(C)c1 ?
Lipid storage S3: inconclusive

What do the screens show for `CC1=C[C@@H](C)[C@@H](c2ccc(C(F)(F)F)cc2)OC1=O`?
Lipid storage S3: 5%; Lipid storage S3 cell count max: -4

What do the screens show for `O=C(Nc1nnc(-c2ccccc2)s1)c1ccccc1O`?
Lipid storage S3: inconclusive

How did COc1ccc(/C(O)=C2/C(=O)C(=O)N(CC3CCCO3)C2c2ccc(O)c(OC)c2)cc1 (stereo unspecified) do in these assays?
Lipid storage S3: inconclusive

Results for CC(=O)Nc1ccc(NC(=O)c2ccc(COc3ccccc3Br)o2)cc1 ?
Lipid storage S3: -16%; Lipid storage S3 cell count max: -4

Results for Cc1cc(C)c[n+](CC(=O)c2ccccc2)c1 ?
Lipid storage S3: inconclusive

As a working copy, part of the list above:
How did COc1ccc(S(=O)(=O)N2CCC(C(=O)N[C@H](C(=O)N3CCCC3)C(C)C)CC2)cc1 do in these assays?
Lipid storage S3: inactive

Results for O=C(Cn1cc(C(F)(F)F)ccc1=O)N1CCc2ccccc2C1 ?
Lipid storage S3: inconclusive

Results for Cc1nc(CCNC(=O)COc2ccccc2)cs1 ?
Lipid storage S3: inconclusive

Results for CCOC(=O)c1c(-c2ccc(C)s2)csc1NC(=O)c1cccs1 ?
Lipid storage S3: inconclusive

Results for Cc1ccc(N(CC(=O)NCc2ccco2)C(=O)CNS(=O)(=O)c2ccc(F)cc2)c(C)c1 ?
Lipid storage S3: inconclusive

What do the screens show for `CC1=C[C@@H](C)[C@@H](c2ccc(C(F)(F)F)cc2)OC1=O`?
Lipid storage S3: 5%; Lipid storage S3 cell count max: -4

What do the screens show for `O=C(Nc1nnc(-c2ccccc2)s1)c1ccccc1O`?
Lipid storage S3: inconclusive

How did COc1ccc(/C(O)=C2/C(=O)C(=O)N(CC3CCCO3)C2c2ccc(O)c(OC)c2)cc1 (stereo unspecified) do in these assays?
Lipid storage S3: inconclusive

Results for CC(=O)Nc1ccc(NC(=O)c2ccc(COc3ccccc3Br)o2)cc1 ?
Lipid storage S3: -16%; Lipid storage S3 cell count max: -4

Results for Cc1cc(C)c[n+](CC(=O)c2ccccc2)c1 ?
Lipid storage S3: inconclusive

Later entries
What do the screens show for `COc1ccc(-n2c(NNC(C)=O)nc3sc4c(c3c2=O)CCCC4)cc1`?
Lipid storage S3: 7%; Lipid storage S3 cell count max: 4

Results for Cc1nccn1CC1CCc2c(c3ccccc3n2C)C1=O (stereo unspecified) ?
Lipid storage S3: 17%; Lipid storage S3 cell count max: -1

How did CC(C)(C)NC(=O)Nc1ccccc1C(N)=O do in these assays?
Lipid storage S3: inactive

How did COc1ccc(CC(=O)OCC(=O)N2N=C(c3ccccc3)CC2c2ccc(OC)cc2)cc1 (stereo unspecified) do in these assays?
Lipid storage S3: 7%; Lipid storage S3 cell count max: 9

Results for N#Cc1cc(Sc2ccccn2)c([N+](=O)[O-])cc1C#N ?
Lipid storage S3: 3%; Lipid storage S3 cell count max: 23

How did Cc1ccc(C)c(NC(=O)c2sc(Cl)nc2-c2ccccc2)c1 do in these assays?
Lipid storage S3: inconclusive

What do the screens show for `CCN(CC)S(=O)(=O)c1ccc(C(=O)NC(C)(C)C)cc1`?
Lipid storage S3: inconclusive

Results for O=S(=O)(Cc1cc(-c2ccc(Cl)cc2)no1)c1ccccc1 ?
Lipid storage S3: inconclusive

Results for CN1/C(=C/C=C(C#N)C#N)C(C)(C)c2ccccc21 ?
Lipid storage S3: 7.3µM*; Lipid storage S3 cell count max: 7.3*

Results for CSc1nc(N2CCN(C)CC2)c2c(c1C#N)CC(C)(C)OC2 ?
Lipid storage S3: inconclusive

What do the screens show for `CC(C)C(=O)Nc1cccc(C(=O)Nc2ccc3c(c2)OCO3)c1`?
Lipid storage S3: inconclusive

What do the screens show for `CCOC(=O)Cn1nc(C)c(NC(=O)c2cccc([N+](=O)[O-])c2)c1C`?
Lipid storage S3: inconclusive

Results for CC(=O)Nc1ccc(NC(=O)Cc2ccc(S(=O)(=O)N3CCCCC3)s2)cc1 ?
Lipid storage S3: inconclusive

How did C=CCn1c(SCC(=O)O)nc2sc(CC)cc2c1=O do in these assays?
Lipid storage S3: 1%; Lipid storage S3 cell count max: 5

What do the screens show for `O=c1[nH]c2cccnc2n(CCNc2ncc(C(F)(F)F)cc2Cl)c1=O`?
Lipid storage S3: inconclusive

How did CC(C)N(C)S(=O)(=O)c1ccc(NC(=O)C2=COCCO2)cc1 do in these assays?
Lipid storage S3: inconclusive

How did O=C(c1ccc2c(c1)OCO2)N(c1ccc(Br)cc1)C1C=CS(=O)(=O)C1 (stereo unspecified) do in these assays?
Lipid storage S3: inconclusive

What do the screens show for `NNC(=O)c1sc2cc(C(F)(F)F)cnc2c1-c1cccs1`?
Lipid storage S3: 6%; Lipid storage S3 cell count max: 12

How did CN(C)CCn1c(=O)n(Cc2ccco2)c(=O)c2c3c(sc21)CCCCC3 do in these assays?
Lipid storage S3: -19%; Lipid storage S3 cell count max: -16

Results for NS(=O)(=O)c1ccc(-n2ncc3c(=O)[nH]c(SCC(=O)Nc4nccs4)nc32)cc1 ?
Lipid storage S3: -1%; Lipid storage S3 cell count max: 16

Pulled by compound from the list above (2):
How did CN(CC(=O)Nc1ccc(Cl)cc1)C(=O)CCc1c[nH]c2ccccc12 do in these assays?
Lipid storage S3: inconclusive

What do the screens show for `CCN(CC)S(=O)(=O)c1ccc(C(=O)NC(C)(C)C)cc1`?
Lipid storage S3: inconclusive

The list continues.
What do the screens show for `O=C(c1ccccc1)N(NC(=O)C(O)(c1ccccc1)c1ccccc1)c1cccc(F)c1`?
Lipid storage S3: 9%; Lipid storage S3 cell count max: 4

What do the screens show for `CCOCCCNc1nc2c(c(=O)n(C)c(=O)n2C)n1CCCc1ccccc1`?
Lipid storage S3: inconclusive

What do the screens show for `O=[N+]([O-])c1cccc(/C=N/Nc2nc(N3CCCCC3)nc(N3CCCCC3)n2)c1`?
Lipid storage S3: -8%; Lipid storage S3 cell count max: -17

What do the screens show for `CC(C)(C)n1cnc2cc(NC(=O)c3cccs3)ccc21`?
Lipid storage S3: inconclusive

How did O=C(c1ccc(O)cc1)c1ccc(C(=O)O)c(C(=O)O)c1 do in these assays?
Lipid storage S3: -23%; Lipid storage S3 cell count max: -10

How did CCOc1cc(S(=O)(=O)NCCCN2CCOCC2)c(C)cc1C do in these assays?
Lipid storage S3: inconclusive

How did COc1ccc(CCn2c(NN=C3CCCC3)nc3c2c(=O)[nH]c(=O)n3C)cc1 do in these assays?
Lipid storage S3: 16%; Lipid storage S3 cell count max: 14

Results for Cn1c(/C(C#N)=C2/CCCCCN2)nc2ccccc21 ?
Lipid storage S3: 20%; Lipid storage S3 cell count max: -12

How did O=C(O)/C(=C\c1ccco1)NC(=O)c1ccco1 do in these assays?
Lipid storage S3: -3%; Lipid storage S3 cell count max: 2

What do the screens show for `Cc1cccc(N2CCN(C(=O)c3ccc4c(c3)NC(=O)C(CSCc3ccc(F)cc3)N4)CC2C)c1` (stereo unspecified)?
Lipid storage S3: inconclusive

Results for CCN1CCN(C(=O)C2CCN(S(=O)(=O)c3ccc4c(c3)NC(=O)C(C)S4)CC2)CC1 (stereo unspecified) ?
Lipid storage S3: inactive

Results for CCOC(=O)C1(S(=O)(=O)c2ccc(Cl)cc2)CCN(Cc2ccccc2)CC1 ?
Lipid storage S3: 7%; Lipid storage S3 cell count max: -9

Results for Cc1cc([N+](=O)[O-])nn1CCC(=O)Nc1nccs1 ?
Lipid storage S3: 15%; Lipid storage S3 cell count max: 0

What do the screens show for `Cn1c(NCCCN2CCOCC2)nc2c1c(=O)n(Cc1ccc(Cl)cc1Cl)c(=O)n2C`?
Lipid storage S3: inconclusive

How did Cc1c(Cl)cnc(NC(=O)COC(=O)c2cccc(S(=O)(=O)N3CCc4ccccc4C3)c2)c1Cl do in these assays?
Lipid storage S3: inconclusive

Results for Cc1cc(C)nc(SCc2ccc(C(=O)N/N=C/c3ccc(C(=O)O)cc3)cc2)n1 ?
Lipid storage S3: inconclusive

What do the screens show for `Oc1cccc2c(NC(=S)Nc3ccc(SC(F)F)cc3)cccc12`?
Lipid storage S3: 23%; Lipid storage S3 cell count max: 24

How did COc1ccc(CCNC(=O)c2cccc3ccccc23)cc1OC do in these assays?
Lipid storage S3: inactive; Lipid storage S3 cell count max: -6

How did Cc1noc(C)c1C(=O)NCc1ccco1 do in these assays?
Lipid storage S3: -9%; Lipid storage S3 cell count max: -16

How did O=C(Nc1nnc(COc2ccccc2F)s1)Nc1ccccc1F do in these assays?
Lipid storage S3: 6%; Lipid storage S3 cell count max: -5

What do the screens show for `COc1ccc([C@@H]2CC(=O)c3c(O)cc(O[C@@H]4O[C@H](CO[C@@H]5O[C@@H](C)[C@H](O)[C@@H](O)[C@H]5O)[C@@H](O)[C@H](O)[C@H]4O)cc3O2)cc1O`?
Lipid storage S3: inconclusive

What do the screens show for `CCCCn1c(-c2csc3ccccc23)n[nH]c1=S`?
Lipid storage S3: inconclusive

How did Cc1sc2ncnc(N3CCC(C(=O)Nc4nnc(CC(C)C)s4)CC3)c2c1C do in these assays?
Lipid storage S3: inconclusive

How did C=CCN1CC(C)/C(=N\O)CC1C (stereo unspecified) do in these assays?
Lipid storage S3: inactive

What do the screens show for `CCOc1ncccc1C(=O)N1CCN(S(=O)(=O)c2ccc3ccccc3c2)CC1`?
Lipid storage S3: 14%; Lipid storage S3 cell count max: 12

How did O=C(c1cc(O)c(O)c([N+](=O)[O-])c1)c1ccccc1F do in these assays?
Lipid storage S3: inconclusive

How did Cn1cccc1C(=O)OCc1cc(Cl)cc2c1OCOC2 do in these assays?
Lipid storage S3: inconclusive

How did CCc1c(C)nc(N)n2c(SCC(=O)Nc3ccccc3OC)nnc12 do in these assays?
Lipid storage S3: 18%; Lipid storage S3 cell count max: 7

What do the screens show for `COc1ccccc1/C=C/C=N/NC(=O)c1ccncc1`?
Lipid storage S3: 22%; Lipid storage S3 cell count max: 21

Results for COCCCNC(=O)c1ccc2c(=O)n(Cc3ccccc3OC)c(=S)[nH]c2c1 ?
Lipid storage S3: inactive

What do the screens show for `CC(=O)N(c1ccccc1)c1nc(/C=C/C(=O)O)cs1`?
Lipid storage S3: inconclusive

How did Cc1cc(C(F)(F)F)n(-c2nc(C(=O)O)cs2)n1 do in these assays?
Lipid storage S3: 1%; Lipid storage S3 cell count max: 15

How did CCOC(=O)c1cnc2c(cnn2C)c1NCc1ccc(OC)cc1 do in these assays?
Lipid storage S3: 16%; Lipid storage S3 cell count max: -12

What do the screens show for `CCO[C@@H]1OC(C(=O)NC2CC2)=C[C@H](C(C)(C)C)[C@H]1CCCO`?
Lipid storage S3: inconclusive

What do the screens show for `O=c1c2ccccc2nc(SCc2cc([N+](=O)[O-])cc3c2OCOC3)n1-c1ccccc1`?
Lipid storage S3: inconclusive

Results for COc1ccc(CCNC(=O)C2CCC(CNS(=O)(=O)c3ccc(F)cc3)CC2)cc1OC (stereo unspecified) ?
Lipid storage S3: inconclusive

What do the screens show for `CC(c1nccs1)N(C)C(=O)c1ccc(OC2CCN(CCc3ccccc3)CC2)cc1` (stereo unspecified)?
Lipid storage S3: 0%; Lipid storage S3 cell count max: 12

How did CCn1nccc1C(=O)Nc1ccc(C(=O)OC(C)C)cc1 do in these assays?
Lipid storage S3: inconclusive

What do the screens show for `COCCNC(=O)[C@H](C)[C@H]1C[C@]1(C)[C@H](NC(=O)OCc1ccccc1)c1ccccc1`?
Lipid storage S3: inconclusive

Results for CCOc1ccc(NC(=O)[C@@H](NC(=O)c2ccccc2)[C@@H](C)CC)cc1 ?
Lipid storage S3: inconclusive

What do the screens show for `Cc1ccc(NC(=O)C2CC(=O)NC(N3CCc4ccccc43)=N2)cc1` (stereo unspecified)?
Lipid storage S3: inactive

How did Nc1nc2n(n1)C(=O)CC(c1ccc(Cl)cc1)N2 (stereo unspecified) do in these assays?
Lipid storage S3: -10%; Lipid storage S3 cell count max: 23

Results for CCCCCc1c(C)nc(Nc2ccccc2)[nH]c1=O ?
Lipid storage S3: inconclusive

These rows are one share of the data; count on the stated rates, not on these rows.
